hIAP inh: human IAP inhibition | P09923 | purified IAP, CDP-Star luminescence, 30 min | inhibition, % at 10 µM | 330,000 tested, 0.12% active | AID 2544;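 active means inhibition reaching a set limit with compound at 10 µM in the primary screen, cut at about 35% in these data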;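 further: plate controls were DMSO wells with enzyme for no effect and no-enzyme buffer wells for full effect; values of inactives mirror those of a sister screen read the other way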
NLRP3 yeast inh: inhibitors of NALP3 inflammasome in yeast; Yeast reconstituted NLRP3/ASC/caspase-1, beta-gal luminescence, 24 h; inhibition, % at 10 µM; 330,000 tested, 0.39% active;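 active means inhibition of 50% or more; inactive means inhibition below 50%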;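 further: plate controls were induced DMSO wells for no effect and uninduced yeast grown without galactose for full effect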
mIAP inh: mouse IAP inhibition. AID 2806. 330,000 tested, 0.2% active. inhibition, % at 10 µM. purified mouse IAP, CDP-Star luminescence, 30 min;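 active means inhibition of at least 40% at 10 µM in the primary screen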;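 further: plate controls were DMSO with enzyme for no effect and no enzyme wells for full effect; values of inactives mirror those of a sister screen read the other way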
TIM10 inh: growth inhibitors of TIM10 yeast strain | S. cerevisiae TIM10 strain growth, BacTiter-Glo luminescence, 24 h | inhibition, % at 10 µM | 330,000 tested, 1.4% active | AID 463195;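 active means inhibition of 40% or more at the single tested concentration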;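 further: wild-type TIM10 isogenic control strain grown at permissive 25 °C; 0% = DMSO yeast wells and 100% = minimal medium wells without yeast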
Apaf-1 inh: blocks human Apaf-1 apoptosome activity; O14727; reconstituted apoptosome caspase-3 activity, DEVD-Rh110 fluorescence; inhibition, % at 20 µM; 330,000 tested, 0.71% active; active means inhibition of at least 40% at 20 µM;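 further: plate controls were DMSO wells for no effect and DEVD-CHO caspase inhibitor wells for full effect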
Target sequence (O14727 whole entry, looked up): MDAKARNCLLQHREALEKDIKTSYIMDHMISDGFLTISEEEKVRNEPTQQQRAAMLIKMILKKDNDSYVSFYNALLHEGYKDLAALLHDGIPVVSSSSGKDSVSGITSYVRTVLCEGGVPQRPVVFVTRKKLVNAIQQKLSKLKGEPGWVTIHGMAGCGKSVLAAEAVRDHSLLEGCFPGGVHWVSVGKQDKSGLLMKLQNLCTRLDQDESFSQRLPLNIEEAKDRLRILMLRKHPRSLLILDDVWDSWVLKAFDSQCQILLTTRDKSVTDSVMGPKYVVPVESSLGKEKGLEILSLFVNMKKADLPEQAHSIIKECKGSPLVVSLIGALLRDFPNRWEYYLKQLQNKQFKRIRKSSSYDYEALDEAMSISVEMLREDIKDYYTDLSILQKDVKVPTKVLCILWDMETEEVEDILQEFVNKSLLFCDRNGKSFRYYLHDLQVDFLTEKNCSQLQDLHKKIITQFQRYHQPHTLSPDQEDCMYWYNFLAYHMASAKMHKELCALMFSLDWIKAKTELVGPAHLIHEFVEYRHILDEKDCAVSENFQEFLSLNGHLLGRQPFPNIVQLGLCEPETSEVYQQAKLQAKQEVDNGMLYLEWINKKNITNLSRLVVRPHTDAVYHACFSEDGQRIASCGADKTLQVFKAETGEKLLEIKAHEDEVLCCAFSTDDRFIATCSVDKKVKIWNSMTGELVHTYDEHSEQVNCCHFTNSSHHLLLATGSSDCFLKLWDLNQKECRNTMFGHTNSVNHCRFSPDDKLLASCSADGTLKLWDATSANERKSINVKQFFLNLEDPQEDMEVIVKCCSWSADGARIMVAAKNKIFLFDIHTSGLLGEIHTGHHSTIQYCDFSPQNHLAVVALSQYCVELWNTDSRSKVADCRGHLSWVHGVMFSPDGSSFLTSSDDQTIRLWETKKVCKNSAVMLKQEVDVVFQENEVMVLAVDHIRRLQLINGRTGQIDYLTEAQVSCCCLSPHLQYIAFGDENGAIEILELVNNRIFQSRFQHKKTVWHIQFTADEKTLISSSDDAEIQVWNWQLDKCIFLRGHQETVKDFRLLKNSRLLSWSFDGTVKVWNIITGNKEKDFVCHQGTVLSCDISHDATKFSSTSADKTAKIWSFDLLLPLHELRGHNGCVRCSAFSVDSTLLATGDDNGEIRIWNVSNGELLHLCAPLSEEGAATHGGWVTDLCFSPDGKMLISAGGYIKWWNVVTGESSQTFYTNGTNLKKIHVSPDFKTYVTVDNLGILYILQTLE
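Material: cell-free apoptosome with Apaf-1, procaspase-3 and caspase-9; Buffer or medium: Hepes pH 7.5 with detergent and BSA; Reagent: cytochrome c trigger plus (Z-DEVD)2-Rh110 caspase-3 substrate; Times: compound with Apaf-1, dATP, procaspase-3 30 min, then 50 min reaction, room temperature; Technique: Rh110 fluorescence intensity.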
mIAP activ: mouse IAP activation; AID 2805; muIAP, CDP-Star luminescence, 30 min; stronger effect = higher value; 1 = vehicle-only enzyme signal, 0 = enzyme-free wells; 330,000 tested, 0.24% active; activation factor at 10 µM;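 active means activation factor of at least 2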; further: the source names both 10 and 20 µM as test concentration; values of inactives mirror those of a sister screen read the other way
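System: mouse IAP enzyme. Reagent: CDP-Star chemiluminescent phosphatase substrate. Benchmarks: DMSO wells, no-enzyme wells. Times: 30 min enzyme-substrate-compound incubation at room temperature. Detection: luminescence from enzymatic CDP-Star hydrolysis. Doses: test compounds delivered from DMSO solution.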
ATG4B inhibitor: blocks human ATG4B protease cleavage of LC3 substrate; inhibition, % at 8.33 µM; ATG4B cleavage of LC3-PLA2, NBD-HPC fluorescence, 1 h; Q9Y4P1; AID 504462; 340,000 tested, 0.51% active; in the data active means inhibition above about 40%
tim10-1 inh: tim10-1 yeast growth inhibition; 330,000 tested, 2.2% active; S. cerevisiae tim10-1 ts strain growth, BacTiter-Glo, 24 h; AID 463190; inhibition, % at 20 µM;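 active means inhibition of at least 40%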;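 further: mutant grown at 25 °C; 0% = DMSO wells with yeast and 100% = wells holding no yeast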
hIAP act: human IAP activation | activation factor at 10 µM | AID 2524 | 330,000 tested, 0.16% active | purified human IAP, CDP-Star luminescence, 30 min; stronger effect = higher value; 1 = vehicle-only enzyme, 0 = enzyme-free background;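 active means activation factor of the enzyme at least 2-fold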; further: the source names both 10 and 20 µM as test concentration; values of inactives mirror those of a sister screen read the other way
* hit, by the source's call; x = not tested or not shown.

SMILES	hIAP inh	NLRP3 yeast inh	mIAP inh	TIM10 inh	Apaf-1 inh	mIAP activ	ATG4B inhibitor	tim10-1 inh	hIAP act
Cc1ccc(-n2nc(C(=O)N3CCOCC3)cc2-c2ccc(Cl)cc2)cc1	-14	19	-2	22	12	1	-3	36	1.1
Cc1ccc2ncnc(Nc3ccc(C)c(C)c3)c2c1	-7	17	-5	15	0	1	-1	-2	1.1
Cc1cc(C)nc(NS(=O)(=O)c2ccc(NC(=S)NC(=O)C(C)C)cc2)n1	-3	10	2	8	-8	0.98	-1	11	1
COc1cccc(C(c2sc3ncnn3c2O)N2CCc3ccccc3C2)c1 (centres undefined)	-16	9	12	-8	6	0.88	-13	21	1.2
COc1ccc(OC)c(NC(=O)CSc2nnc(C)n2Cc2ccccc2)c1	-7	3	-6	12	-22	1.1	-4	18	1.1
CCCc1cc(C(=O)Nc2ccc(Cl)cn2)cs1	8	-10	5	-4	19	0.95	3	28	0.92
CCN1CCN(C(=O)CCN2C(=O)c3ccccc3C2=O)CC1	4	3	15	8	-6	0.85	-7	8	0.96
CCC1CCC(N2CCN(c3ccc(F)cc3)CC2)CC1 (centres undefined)	-17	18	-4	-27	6	1	-1	-45	1.2
CCCCOCCCNC(=O)/C=C/c1ccccc1Cl	11	23	3	13	-5	0.97	8	20	0.89
FC(F)(F)c1cccc(N2CCN(Cc3cccnc3)CC2)c1	11	-85	-7	3	6	1.1	-5	19	0.89
COc1cc(S(=O)(=O)N2CCN(C)CC2)c(OC)cc1Br	-44	-6	7	-3	-1	0.93	7	2	1.4
Cc1cc(=O)[nH]c(SCc2cc(Cl)ccc2OC(F)F)n1	19	25	13	18	-2	0.87	21	14	0.81
COc1ccccc1NS(=O)(=O)c1ccc(C(=O)N2CC(C)OC(C)C2)cc1 (centres undefined)	-3	7	-5	10	-10	1.1	-11	7	1
O=CN1CC(=O)N(c2ccccc2)c2c([nH]c3ccccc23)C1	8	1	-6	0	1	1.1	-4	19	0.92
COc1cccc(N=CC2=C(O)CCCC2=O)c1	6	17	-6	-7	1	1.1	-7	-2	0.94
CCOC(=O)N1CCN(C(=O)c2cnc(Nc3ccccc3OC)c3ccccc23)CC1	8	10	-10	19	1	1.1	-12	27	0.92
COc1ccccc1O	15	10	-4	-1	4	1	-9	-5	0.85
C=COCCNC(=O)C(=O)NC(C)C	4	8	26	-5	-3	0.74	-7	-11	0.96
CCOC(=O)c1nonc1NC(C)=O	-2	16	-6	-12	-1	1.1	-10	8	1
O=C(NCCS(=O)(=O)N1CCN(c2ccccc2F)CC1)c1cccc(Br)c1	8	17	-1	6	12	1	1	35	0.92
COc1ccccc1NC(=S)NC1CCCC1	-22	-7	-5	-12	-15	1.1	8	5	1.2
COC(=O)c1nc2cc(C)ccn2c1F	-14	15	-12	6	-2	1.1	-6	10	1.1
CC(C)(C)N1C(=O)[C@H]2[C@@H](c3ccc(Br)cc3)N3C(=O)N(c4ccccc4)C(=O)[C@@]3(C)[C@H]2C1=O	-4	12	11	13	8	0.89	-8	14	1
CCOc1ccc(N2CC(C(=O)N3CCCC3)CC2=O)cc1 (centres undefined)	3	11	-1	-2	5	1	-19	-9	0.97
O=C(Cn1nnc(-c2ccccc2F)n1)NCc1ccco1	2	25	4	2	2	0.96	-10	6	0.98
Cc1ccccc1-n1c(C)nnc1SCC(=O)N(C)C1CCS(=O)(=O)C1 (centres undefined)	4	17	-6	7	-13	1.1	-1	-5	0.95
Cc1sc2ncnc(N3CCN(C(=O)c4ccco4)CC3)c2c1C	6	9	-9	-3	12	1.1	12	14	0.94
COc1ccccc1C(=O)O/N=C(\N)c1ccccn1	-6	27	-5	-3	-10	1.1	-6	0	1.1
Cc1cc(C)n(C(C[N+](=O)[O-])c2ccc(Cl)cc2)n1 (centres undefined)	-8	22	4	77*	7	0.96	-1	42*	1.1
C=CC(=O)NCCCc1cc(C(C)(C)C)c(O)c(C(C)(C)C)c1	-4	22	-8	26	-9	1.1	-4	17	1
CNC(=O)c1[nH]nc2c1CCc1ccccc1-2	7	0	4	2	0	0.96	7	0	0.93
CCN(c1ccc(OC)cc1)S(=O)(=O)N1CCCC(C(=O)NCc2cccc(C)c2)C1 (centres undefined)	-31	6	-24	-1	27	1.2	3	25	1.3
Cc1ccc(CCN2CC(C(=O)NCCCN3CCOCC3)CC2=O)cc1 (centres undefined)	-2	0	-2	1	-1	1	-6	7	1
CN(C)c1ccc(/C=N/N(CCO)C2=NS(=O)(=O)c3ccccc32)cc1	7	1	1	-13	4	0.99	-39	-7	0.93
Cc1ccc(C(=O)Nc2cc3ccccc3oc2=O)cc1	-33	36	-1	-23	5	1	-1	9	1.3
Cc1noc(C)c1C(=O)Nc1nnc(-c2ccccc2)s1	2	14	-5	-12	6	1.1	13	4	0.98
O=C(Nn1cnc2ccccc2c1=O)c1cccc(Cl)c1	6	-3	-2	14	1	1	-3	16	0.94
O=C(CCN=C1NS(=O)(=O)c2ccccc21)OCc1c(F)c(F)c(F)c(F)c1F	-3	14	-5	7	1	1.1	-7	6	1
O=C(/C=C/c1ccccc1)Oc1cccc2cccnc12	-2	35	1	13	-11	0.99	4	16	1
Cc1[nH]c(=O)[nH]c(=O)c1CSCC(=O)OCC(=O)c1ccc(Br)cc1	13	18	-1	-3	-139	1	5	5	0.87
COC(=O)COc1ccc(C(c2c(C)[nH][nH]c2=O)c2c(C)[nH][nH]c2=O)cc1	-24	1	3	13	2	0.97	7	-2	1.2
CCOC(=O)C(NC(=O)c1ccccc1OCC)(Nc1ncccn1)C(F)(F)F (centres undefined)	2	7	-7	-1	8	1.1	4	23	0.98
CC1=C(C(=O)O)N2C(=O)C(NC(=O)c3ccn(C)n3)C2SC1 (centres undefined)	-3	14	11	1	-17	0.89	-1	-2	1
COc1cccc(CNCc2ccc(SC)cc2)c1OC	8	6	-3	-13	-6	1	0	-16	0.92
CCOC(=O)c1c(NC(=O)CSc2nnc3c(Cl)cc(Cl)cn23)sc2c1CCC2	18	3	1	30	22	0.99	-9	15	0.82
CC1(C)CC(=O)c2cc(OCC(=O)N3CCOCC3)ccc2O1	10	5	-3	10	-1	1	4	2	0.9
C(=N\Nc1nc2ccccc2[nH]1)/c1cccs1	-9	16	0	9	19	1	-3	26	1.1
CN(C)C(=O)CCc1ccc2c3c([nH]c2c1)[C@]1(C)[C@@H](C(=O)N2CCCCC2)C[C@H](CC(=O)NCc2cccc(C(F)(F)F)c2)C(=O)N1CC3	x	x	-9	7	23	1.1	8	11	x
CCN(CC)c1ccc(C(=O)NC(=S)Nc2cc(S(=O)(=O)N3CCOCC3)ccc2-n2cncn2)cc1	-9	1	37	4	-4	0.63	-3	11	1.1
S=C(Nc1ccccc1)Nc1cccc(Br)c1	0	8	-9	23	-7	1.1	6	39	1
Additional results
SMILES	hIAP inh	NLRP3 yeast inh	mIAP inh	TIM10 inh	Apaf-1 inh	mIAP activ	ATG4B inhibitor	tim10-1 inh	hIAP act
COc1cccc(-c2csc(N3CCN(C(=O)Nc4ccc(Cl)cc4)CC3)n2)c1	-1	31	-67	16	12	1.7	-6	-18	1
COc1ccccc1C(=O)Nc1ccc(OC(C)C(=O)N2CCOCC2)cc1 (centres undefined)	-9	-8	-10	7	11	1.1	-24	5	1.1
O=S(=O)(c1ccccc1)N1CCN(Cc2ccccc2C(F)(F)F)CC1	12	23	-4	12	19	1	-1	40*	0.88
CCSc1nnc(NC(=O)NCC(F)(F)F)s1	-1	13	0	-19	2	1	-6	6	1
CCCCS(=O)(=O)NC1=NCN(CC)CN1	-7	5	2	-3	-15	0.98	4	3	1.1
CCCCN(CC(O)COc1cccc(C)c1)CC(O)COc1cccc(C)c1 (centres undefined)	-3	15	7	16	20	0.93	14	23	1
Cc1ccc(Cn2nc(C)c(NC(=O)c3nn(C)cc3Cl)c2C)cc1	3	7	6	11	-4	0.94	-8	19	0.97
CCOC(=O)N1CCN(Cc2cc(=O)oc3cc4c(cc23)CCC4)CC1	-6	17	8	14	9	0.92	1	16	1.1
CCOc1ccc(CSCCNC(=S)Nc2ccccc2)cc1	-1	48	-36	47*	17	1.4	8	42*	1
COc1ccccc1N=Nc1[nH]c2ccc(C)cc2c1O	13	20	16	17	0	0.83	8	18	0.87
O=C(c1ccc2c(c1)OCO2)C1CCCN(Cc2cn[nH]c2-c2ccccc2)C1 (centres undefined)	9	13	4	0	4	0.96	17	3	0.91
CCOCCCNC(=O)c1oc2ccc3c(c2c1C)C(O)CC(C)(C)O3 (centres undefined)	6	21	5	-3	0	0.95	4	6	0.94
CN1CCN(S(=O)(=O)c2ccc(C(=O)Nc3ccccc3)cc2)CC1	13	7	0	-10	-15	0.99	-2	0	0.87
CCn1c(=O)cc(OCC(=O)NCCc2cccc(C)c2)c2ccccc21	14	17	2	4	-5	0.98	-7	22	0.86
CC(=O)Nc1ccc(S(=O)(=O)N/N=C/c2ccc(C)o2)cc1	4	11	0	4	3	0.99	2	-8	0.96
Cc1ccccc1C(=O)NNc1ccc([N+](=O)[O-])cc1	7	16	4	16	-20	0.96	-4	9	0.93
Cc1nn(CCCC(=O)NCc2ccccc2)c(C)c1[N+](=O)[O-]	0	7	-7	-26	-5	1.1	-2	4	1
Cc1ccc(C(=O)c2ccc([N+](=O)[O-])cc2)c(C)c1	-14	20	15	6	10	0.85	4	5	1.1
COCCCn1c(=O)c2ccccc2n(CC(=O)Nc2ccc3c(c2)OCCO3)c1=O	2	23	-9	-7	2	1.1	-2	-8	0.98
Cc1ccc2c(-c3csc(N)n3)c[nH]c2c1	-6	14	6	-5	26	0.94	x	7	1.1
O=C(CSc1cn(CC(=O)N2CCCC2)c2ccccc12)NCC1CCCO1 (centres undefined)	11	7	12	1	-9	0.88	-5	5	0.89
COC(=O)Nc1ccc(NC(C)=O)cc1	10	3	4	8	-9	0.96	-10	8	0.9
COc1ccc(Cn2nnc3c(=O)[nH]c(C(=O)NCCc4ccc(F)cc4)nc32)cc1OC	-1	8	10	7	5	0.9	-8	13	1
O=c1oc(/C=C/c2ccc([N+](=O)[O-])s2)nc2ccccc12	2	15	25	35	-3	0.75	-4	60*	0.98
Cn1c(SCC(=O)N/N=C/c2ccc(O)c(O)c2)nc2ccccc21	-9	6	31	-13	-18	0.69	-12	14	1.1
CCOc1cc(/C=C(\C#N)c2nc3ccccc3[nH]2)ccc1OC(C)C(=O)O (centres undefined)	-9	17	-1	-5	-2	1	6	-1	1.1
COc1cccc(CNC(=O)c2ccc(C)c(NC3=NC4CS(=O)(=O)CC4S3)c2)c1 (centres undefined)	8	11	7	7	5	0.93	-10	13	0.92

Source: PubChem (Sanford-Burnham Center for Chemical Genomics)

This is a random part of the collection. Share with any hit: about 4.5%.
